CHO parental Ca – counter-screen: ATP calcium response change in parental CHO cells. inhibition, % at 5.6 µM. actives 0.63% (n = 330,000). parental CHO-K1, ATP-induced calcium, Fluo-8 fluorescence;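 active = inhibition above that plate's mean sample inhibition plus 3 SD, cut at about 26% in these data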;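 note: 0% = ATP-challenged DMSO wells and 100% = DMSO wells without ATP; some compounds past the cut are filed as inactive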
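Material: parental CHO cells / Compound: single nominal dose of 5.6 µM per compound / Signal: Fluo-8 fluorescence / Replicates: singlicate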
CHRM1 PAM – positive allosteric modulators of human M1 muscarinic receptor. CHO-K1 hM1, Fluo-8 calcium fluorescence, ACh EC20; 0% = ACh EC20, 100% = maximal ACh. activation, % at 3 µM. actives 0.088% (n = 360,000). P11229; in the data active = activation above about 19%, passing the limit was not always enough
M1 ag – activates human CHRM1 receptor; actives 0.33% (n = 360,000); activation, % at 3 µM; CHO-K1 hM1, Fluo-8 calcium fluorescence, agonist mode; 0% DMSO, 100% acetylcholine EC100; P11229;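 active = activation above the run's mean compound activation plus 3 SD, cut at about 16% in these data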;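 note: peak over basal fluorescence ratio within a 140 s kinetic read after compound addition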
TAAR1 ag – human TAAR1 agonism; CHO RD-HGA16 TAAR1, Fluo-8 calcium fluorescence; vehicle wells 0%, saturating PEA agonist 100%; activation, % at 3 µM; actives 0.99% (n = 360,000); Q96RJ0;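 active = activation above the mean activation of all test compounds in the run plus 3 SD, cut at about 38% in these data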
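System: CHO RD-HGA16 cells carrying human TAAR1 plus Gα16; Incubation: 17-24 h seeding, 75 min 37 °C dye, 30 min RT; Measured by: Fluo-8 fluorescence, 5 s baseline then 140 s kinetic read; Control set: DMSO and PEA EC100; Replication: single well for each compound.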
V1R ag counter – V1a receptor agonism, counter-screen for OXTR agonists; activation, % at 3 µM; CHO-V1R cells, Fluo-8 calcium fluorescence, agonist mode; 0% DMSO, 100% 3 nM vasopressin; AID 2797; P37288; actives 0.25% (n = 320,000);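 active = activation above the mean activation of all tested compounds plus 3 SD, per screening run, cut at about 20% in these data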;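 note: signal is peak over basal fluorescence ratio across a 100 second FLIPR read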
Target sequence (P37288 whole entry, looked up): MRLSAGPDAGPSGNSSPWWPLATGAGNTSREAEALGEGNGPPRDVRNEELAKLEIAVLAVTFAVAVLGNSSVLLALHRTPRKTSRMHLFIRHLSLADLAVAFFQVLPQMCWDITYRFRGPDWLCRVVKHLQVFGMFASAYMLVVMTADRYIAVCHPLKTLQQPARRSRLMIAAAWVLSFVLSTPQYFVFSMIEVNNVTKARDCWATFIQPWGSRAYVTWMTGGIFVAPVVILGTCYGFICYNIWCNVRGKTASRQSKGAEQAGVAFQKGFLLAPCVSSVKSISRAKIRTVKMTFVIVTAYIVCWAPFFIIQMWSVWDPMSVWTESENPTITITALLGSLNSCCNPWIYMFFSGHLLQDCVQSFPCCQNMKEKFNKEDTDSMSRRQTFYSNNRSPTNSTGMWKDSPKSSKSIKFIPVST
OXTR potentiator – potentiates the human oxytocin receptor response. activation, % at 3 µM. actives 0.061% (n = 320,000). AID 2445. P30559. CHO-OTR cells, Fluo-8 calcium fluorescence, potentiator mode; 0% = oxytocin EC15, 100% = EC100;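 active = activation above that plate's cutoff, the mean activation of tested compounds plus 3 SD, cut at about 6.6% in these data, passing the limit was not always enough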;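 note: 100% uses oxytocin at 75 nM as the full agonist control; some results filed as inactive read as strong as hits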
Target sequence (P30559 whole entry, looked up): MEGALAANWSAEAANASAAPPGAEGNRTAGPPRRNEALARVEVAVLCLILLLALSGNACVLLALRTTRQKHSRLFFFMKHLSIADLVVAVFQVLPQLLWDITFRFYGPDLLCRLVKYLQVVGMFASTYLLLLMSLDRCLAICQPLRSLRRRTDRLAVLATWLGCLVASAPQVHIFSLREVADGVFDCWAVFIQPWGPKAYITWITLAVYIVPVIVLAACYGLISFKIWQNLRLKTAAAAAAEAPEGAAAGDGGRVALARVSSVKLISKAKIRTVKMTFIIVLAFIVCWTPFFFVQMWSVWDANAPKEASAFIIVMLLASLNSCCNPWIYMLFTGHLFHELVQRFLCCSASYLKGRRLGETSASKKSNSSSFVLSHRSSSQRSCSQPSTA
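Material: human OTR in CHO cells. Compound: 3.0 µM, one dose. Timing: compound 6 min at room temperature before oxytocin, 100 s read. Evaluation: % activation of max/min ratio relative to oxytocin controls. Replication: single well per compound, singlicate. Signal: Fluo-8 calcium dye fluorescence.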
OXTR agonist – activates the human oxytocin receptor; AID 2435; CHO-OTR cells, Fluo-8 calcium fluorescence; normalized: DMSO 0%, oxytocin 100%; activation, % at 3 µM; actives 0.32% (n = 320,000); P30559;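 active = activation above the mean of all tested compounds plus 3 SD, cutoff set per screening run, cut at about 20% in these data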;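 note: peak over basal fluorescence ratio from a 100 s FLIPR kinetic read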
TAAR1 antagonist – antagonists of human TAAR1; Q96RJ0; CHO RD-HGA16 TAAR1, Fluo-8 calcium fluorescence, antagonist; inhibition, % at 3 µM; actives 1.5% (n = 360,000); AID 624466;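 active = inhibition above a per-plate cutoff, the mean inhibition of test compounds on that plate plus 3 SD, cut at about 49% in these data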;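 note: 0% = DMSO plus EC80 beta-PEA response and 100% = DMSO alone without agonist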
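System: RD-HGA16 CHO cells with stable hTAAR1 and Gα16 | Probe or stimulus: EC80 β-phenethylamine stimulus | Dosing: 3 µM, single point | Times: Dye loading 75 min at 37 °C, then 30 min room temperature | Measured by: Fluo-8 calcium-sensitive fluorescence | Read-out basis: % inhibition of agonist calcium response | Replicates: n of 1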
M1 antag – human CHRM1 antagonism | P11229 | CHO-K1 hM1, Fluo-8 calcium fluorescence, ACh EC80 antagonist | inhibition, % at 3 µM | actives 1.3% (n = 360,000) | AID 588852;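 active = percent inhibition above its own plate's cutoff, namely the mean of that plate's compound wells plus 3 SD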;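 note: peak over basal fluorescence ratio during 140 s after agonist addition; 0% = ACh EC80 plus DMSO and 100% = DMSO alone without agonist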
* marks the source's active call; other numbers are inactive results; . = no result given.

SMILES	CHO parental Ca	CHRM1 PAM	M1 ag	TAAR1 ag	V1R ag counter	OXTR potentiator	OXTR agonist	TAAR1 antagonist	M1 antag
COc1ccc(C)c2sc(N(CCN(C)C)C(=O)c3ccc4ccccc4c3)nc12	-6	-1	-5	4	1.2	-4	2.2	-5	-1
N#Cc1cnn2c1nc(N1CCOCC1)c1ccccc12	-6	-4	1	5	0.8	4	-0.3	11	2
CCCn1c(O)c(/C=C2\C=NN=C2c2ccccc2)sc1=S	-12	2	-6	5	0.1	-1	-0.6	15	-6
Cc1ccc(NC(=O)c2cccc(S(=O)(=O)N(C)C3CCCCC3)c2)nc1	-15	0	-6	3	0.5	3	-1.6	-13	-6
Cc1ccccc1NC(=O)c1ccc(CSc2ncccn2)cc1	8	-5	-4	3	0.1	-5	-1.4	2	11
CC(C)(C)c1ccc(S(=O)(=O)N2CCN(CC(=O)NC(=O)NC3CCCCC3)CC2)cc1	-18	-1	-1	-1	0.9	-4	-0.9	-10	-1
CC(C)N(CCc1ccncc1)C(=S)Nc1ccc(F)c(Cl)c1	9	-10	2	9	7.4	-27	6.9	2	20
COc1ccccc1N1C(=NC(=O)C2CCCCC2)SC2CS(=O)(=O)CC21 (stereo not drawn)	-6	4	0	2	1.9	-6	1.6	-17	2
CC1CCC2C(=O)N(c3ccc(Cc4ccncc4)cc3)C(=O)C2C1 (stereo not drawn)	25	-10	-2	5	9.5	-14	14	15	9
CC1CCN(S(=O)(=O)c2ccc3c(c2)oc(=O)n3CC(=O)N2CCc3ccccc3C2)CC1	-11	8	-3	3	-0.1	2	0.1	1	-14
Cc1c(C)c(C)c2[nH]c(=S)[nH]c2c1C	9	10	-3	2	-0.9	-8	-2.4	-24	-14
CN(C)S(=O)(=O)c1ccc(C(=O)NCCN2C(=O)S/C(=C\c3cccnc3)C2=O)cc1	-1	2	-4	2	-0.5	-11	-1.3	15	-8
O=C(Cn1cc(-c2ccccn2)nn1)NS(=O)(=O)c1cccc(OC(F)F)c1	.	13	0	2	.	.	.	-16	-15
C=CCNc1oc(-c2ccc(OC)cc2)nc1C#N	3	4	-9	0	-0.8	-2	-1.9	11	-6
Cc1ccc(CSC2=Nc3sccc3C3=NC(=O)CN23)cc1	-17	8	-7	1	-1.0	-4	-2.5	9	-7
CCN(CC)CCCN(C(=O)c1ccc(F)cc1)c1nc(-c2ccc(OC)cc2)cs1	-16	-1	-8	8	3.4	-4	2.7	-11	-2
O=C(O)CCCC(=O)Nc1nncs1	3	7	-4	12	0.5	1	0.9	9	2
COCCN1CCN(Cc2nc(C3(c4ccc(C)cc4)CCCC3)no2)CC1	-8	-10	-8	2	-0.1	-19	-1.1	-13	18
Cc1ccc(S(=O)(=O)Oc2ccc(/C=N/N=C3/NC(=O)C(CC(=O)O)S3)cc2)cc1 (stereo not drawn)	.	7	-3	-1	.	.	.	1	0
COc1cccc(CN2CCN(c3ncccn3)CC2)c1	-8	7	-6	1	-0.1	-5	-0.2	-8	-5

Complete entries, looked up by structure. Order of screens: CHO parental Ca, CHRM1 PAM, M1 ag, TAAR1 ag, V1R ag counter, OXTR potentiator, OXTR agonist, TAAR1 antagonist, M1 antag
Record of N#Cc1cnn2c1nc(N1CCOCC1)c1ccccc12 = -6, -4, 1, 5, 0.8, 4, -0.3, 11, 2
Record of Cc1ccc(NC(=O)c2cccc(S(=O)(=O)N(C)C3CCCCC3)c2)nc1 = -15, 0, -6, 3, 0.5, 3, -1.6, -13, -6

Continuation:
SMILES	CHO parental Ca	CHRM1 PAM	M1 ag	TAAR1 ag	V1R ag counter	OXTR potentiator	OXTR agonist	TAAR1 antagonist	M1 antag
COc1ccccc1OCC(=O)Nc1ccc(N2CCOCC2)cc1N1CCOCC1	-6	1	-6	8	0.6	0	-0.7	7	-2
Cc1ccc(C2=N/C(=C/N3CCOCC3)C(=O)O2)cc1	-4	7	-2	0	-1.4	-11	-2.0	7	-12
Cc1cc(NC(=O)CSc2nc3c(c(=O)n(C)c(=O)n3C)n2C(C)C)no1	-15	3	-3	0	0.5	1	-0.1	2	-5
COc1ccc2c(c1OC)C(=O)OC2N1C(=O)CC[C@H]1C(=O)NCC1CCCO1 (stereo partly drawn)	-2	1	-1	2	0.3	-7	-0.6	-3	-6
Cn1nccc1C(=O)N1CCN(C23CC4CC(CC(C4)C2)C3)CC1	4	-1	-5	2	0.1	-6	0.2	-7	5
COc1ccccc1N1CCN(C(=O)c2ccc3c(=O)n(Cc4ccco4)c(=S)[nH]c3c2)CC1	-6	6	-4	7	-1.0	-6	-1.4	-6	-2
COc1ccc(NS(=O)(=O)c2cc(Cl)ccc2Cl)cc1S(=O)(=O)N1CCCCC1	-18	6	-4	5	0.2	-9	-1.7	7	-4
O=C(COc1ccccc1)Nc1ncccn1	-9	-3	-2	9	0.5	-2	0.7	11	-3
OCCC1CN(C2CCN(c3ccccc3F)CC2)CCN1Cc1ccccc1 (stereo not drawn)	-3	2	-7	0	1.1	0	1.2	-9	-7
CCCc1ccc(C(=O)NNc2cc(Cl)ccc2Cl)cc1	-1	-5	-4	-2	0.3	-12	-2.8	-3	5
Cc1ccc(CNS(=O)(=O)c2cc3c(cc2C)N(C)CCO3)cc1	-8	0	-1	1	1.3	-3	0.6	-10	-5
CN(C)S(=O)(=O)NCC1CCCN(Cc2ccc(-c3ccccc3)cc2)C1 (stereo not drawn)	-6	-13	-10	8	3.5	-3	3.6	-23	9
O=C(NCc1ccncc1)C1CCN(S(=O)(=O)c2ccccc2)CC1	2	8	-3	0	-0.3	0	0.9	-9	-9
Cc1ccc(Cl)c2c(N=Nc3ccccc3)c(O)[nH]c12	.	20	1	0	.	.	.	-12	-24
O=C(NCc1cnn(-c2ccc(F)cc2)c1)C1CCC(=O)N(C2CC2)C1 (stereo not drawn)	.	1	-3	0	.	.	.	-10	-4
O=C1c2ccccc2C(=O)N1CC(O)COCc1ccccc1 (stereo not drawn)	-7	13	0	-1	0.2	-3	0.1	-20	-19
CN(CCOc1ccccc1)C(=O)c1cc(S(=O)(=O)N2CCCCC2)ccc1Cl	-14	-3	-3	3	3.2	-4	-1.0	-33	0
CCc1nc2nc(C)c(NS(=O)(=O)c3cccs3)c(=O)n2[nH]1	-14	3	-3	-2	0.1	-5	1.3	12	-8
COc1ccc(/C=C(\C#N)C(=O)N2COCC2(C)C)cc1	-1	0	-4	3	1.3	-13	0.3	4	1
Cc1ccc(CSCC(=O)N(C)CC(=O)Nc2ccc(Br)cc2C)cc1	-14	8	1	0	1.2	-16	-0.4	-12	-23

Reformatted in markdown: 5 of the compounds above
| smiles | CHO parental Ca | CHRM1 PAM | M1 ag | TAAR1 ag | V1R ag counter | OXTR potentiator | OXTR agonist | TAAR1 antagonist | M1 antag |
| --- | --- | --- | --- | --- | --- | --- | --- | --- | --- |
| Cc1ccc(CSCC(=O)N(C)CC(=O)Nc2ccc(Br)cc2C)cc1 | -14 | 8 | 1 | 0 | 1.2 | -16 | -0.4 | -12 | -23 |
| CCCc1ccc(C(=O)NNc2cc(Cl)ccc2Cl)cc1 | -1 | -5 | -4 | -2 | 0.3 | -12 | -2.8 | -3 | 5 |
| Cc1ccc(Cl)c2c(N=Nc3ccccc3)c(O)[nH]c12 | . | 20 | 1 | 0 | . | . | . | -12 | -24 |
| O=C1c2ccccc2C(=O)N1CC(O)COCc1ccccc1 (stereo not drawn) | -7 | 13 | 0 | -1 | 0.2 | -3 | 0.1 | -20 | -19 |
| Cn1nccc1C(=O)N1CCN(C23CC4CC(CC(C4)C2)C3)CC1 | 4 | -1 | -5 | 2 | 0.1 | -6 | 0.2 | -7 | 5 |

Continuation:
SMILES	CHO parental Ca	CHRM1 PAM	M1 ag	TAAR1 ag	V1R ag counter	OXTR potentiator	OXTR agonist	TAAR1 antagonist	M1 antag
CCN(CC)S(=O)(=O)c1ccc(-c2cn3cc(Cl)ccc3n2)cc1	4	4	-4	0	-0.7	-1	-0.3	-15	-13
N#Cc1ccc(S(=O)(=O)N2CCCCC2c2cc(C(=O)NCc3ccccc3)no2)cc1 (stereo not drawn)	.	1	-6	1	.	.	.	-3	-6
COc1cc(/C=N/NC(=O)c2cc(-c3ccccc3)nc3ccccc23)ccc1O	-46	-2	-2	11	2.6	-14	-0.5	35	6
COc1cc(C2Nc3ccc4ccccc4c3C3=C2C(=O)CC(C)(C)C3)ccc1OC(C)C(=O)O (stereo not drawn)	-12	-2	-5	0	-0.2	-13	-1.3	7	8
CCCCCCC1C(C#N)=C(N)OC2=C1C(=O)CC(C)(C)C2 (stereo not drawn)	-3	4	-3	0	-1.0	-5	-0.5	7	-11
Nc1c(NCc2ccccc2)c(=O)c1=O	1	17	4	0	0.4	-10	-0.1	-3	-23
COCCN(C(=S)Nc1c(C)cc(C)cc1C)C(C)c1cccs1 (stereo not drawn)	-13	5	-5	-2	-1.1	-7	-2.4	-9	-11
COc1ccc(Cl)cc1S(=O)(=O)NC(C)C(=O)NCCCn1ccnc1 (stereo not drawn)	-7	11	-5	0	-1.5	-7	-0.9	-8	-15
O=[N+]([O-])c1cccc(C(=S)N2CCN(c3ccc(F)cc3)CC2)c1	-9	-3	-9	-1	-0.8	1	-1.1	11	6
CCOc1ccc(/C(O)=C/C(=O)C(=O)Nc2ccc(S(=O)(=O)NC(C)=O)cc2)cc1	-1	18	-2	2	0.5	-13	-0.4	-12	-12
Cc1ccc(N2CC(C(=O)Nc3nccs3)CC2=O)cc1 (stereo not drawn)	-4	3	-1	4	-0.3	1	-0.8	0	2

Only V1R ag counter, CHO parental Ca and TAAR1 ag (2 entries from above):
SMILES	V1R ag counter	CHO parental Ca	TAAR1 ag
COc1ccc(Cl)cc1S(=O)(=O)NC(C)C(=O)NCCCn1ccnc1 (stereo not drawn)	-1.5	-7	0
O=[N+]([O-])c1cccc(C(=S)N2CCN(c3ccc(F)cc3)CC2)c1	-0.8	-9	-1

High-throughput results: PubChem BioAssay, The Scripps Research Institute Molecular Screening Center
